# PI4K2A block: blocks human PI4K2A kinase activity; Q9BTU6; AID 1346378; purified PI4K2A, ADP-Glo luminescence, 1 h; stronger effect = lower value; activity change, negative = inhibition, % at 76.9 µM; 420,000 tested, 0.13% active; in the data active = activity change below about -50%;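 note: -100% = wells without enzyme as full effect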
# Target sequence (Q9BTU6 whole entry, looked up): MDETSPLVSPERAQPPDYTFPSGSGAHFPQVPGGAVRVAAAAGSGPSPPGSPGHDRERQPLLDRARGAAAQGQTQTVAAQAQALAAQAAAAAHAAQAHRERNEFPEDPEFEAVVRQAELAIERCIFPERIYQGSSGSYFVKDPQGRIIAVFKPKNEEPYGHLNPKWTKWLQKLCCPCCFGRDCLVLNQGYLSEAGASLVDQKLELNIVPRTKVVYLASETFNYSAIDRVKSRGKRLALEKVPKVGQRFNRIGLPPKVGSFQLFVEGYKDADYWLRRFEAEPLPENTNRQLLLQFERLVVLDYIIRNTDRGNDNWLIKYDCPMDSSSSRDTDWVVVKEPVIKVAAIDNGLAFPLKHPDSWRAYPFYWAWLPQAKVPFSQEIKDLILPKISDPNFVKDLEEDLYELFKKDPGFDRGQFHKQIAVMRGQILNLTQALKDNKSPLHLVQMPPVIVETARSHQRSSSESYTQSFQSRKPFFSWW
#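 ADP-Glo luminescence measured ADP generated by PI4K2A enzyme (4 ug/mL before mixing) with 1.2 mM PI substrate (pre-mix) and 300 microM ATP (pre-mix). Tris pH7.5 buffer with MgCl2, Triton X-100; 1 h reaction at ambient temperature.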
# * = called active by the depositor.
SMILES,PI4K2A block
CCCCNS(=O)(=O)CC1NCc2cc(F)ccc21 (stereo not drawn),-6
COC(=O)[C@]12C[C@H](CC(=O)NCC3CCCCC3)C(=O)N(CCc3ccc(OC)c(OC)c3)C1=C[C@H](C1CCCC1)O[C@@H]2C,4
CCC(=O)c1c(CC)c2n3c1=CC[C@H]3CC(Br)C=2 (stereo partly drawn),5
Cc1ccc(OCCn2c(CCNC(=O)c3ccc(F)cc3F)nc3ccccc32)cc1,1
O=C(NCc1cccs1)C1CCC(CNS(=O)(=O)c2cccc3cccnc23)CC1 (stereo not drawn),-3
Cc1ccc(S(=O)(=O)Nc2ccc(F)c(F)c2O)cc1,0
CCOC(=O)[C@@]12CCCC3=C1N(CCC3)C(=O)[C@H]2CC(=O)NCCCOC,-7
CCC[C@H](/C=C/C(=O)OC(C)(C)C)Sc1ccc(N)cc1,-3
O=C(Nc1ccc(Br)cc1)OCCN1C(=O)CCC12CCC(c1ccccc1)CC2 (stereo not drawn),1
CC(C)(C)c1ccc(-c2nnc3n2N=C(c2ccc(-c4ccccc4)cc2)CS3)cc1,-3
N[C@H](C(=O)N[C@@H](Cc1ccccc1)C(=O)N1CCC2CCN(S(=O)(=O)c3ccccc3)CC21)c1ccccc1 (stereo partly drawn),-5
CC1=CC2(C(Cc3ccccc3)N(CC3CC3)C(=NC(=O)c3ccccc3)N2C(=O)OCc2ccccc2)n2c(=O)n(-c3ccccc3)c(=O)n2C1 (stereo not drawn),-7
O=C(CCc1ccccc1-c1ccccc1CCNC(=O)c1c(F)cccc1F)NCc1ccccc1,1
C=CCNCc1ccc(OC)cc1OC,-1
COc1ccc([C@H]2OC(=O)C[C@H]2C(=O)N2CCN(C(=O)C3CCCO3)CC2)cc1OC (stereo partly drawn),4
O[C@H](COc1ccccc1)CN1CCC(C(O)(c2ccccc2)c2ccccc2)CC1,-2
COc1cc(-n2c(C)nc3cc(C(=O)N4CC(C)CC(C)C4)ccc32)cc(OC)c1OC (stereo not drawn),-1
COc1ccc(Cn2c(NC(=O)c3ccccc3)nc(Cc3ccccc3)c2-c2ccccc2)c(OC)c1,1
OC(c1ccccc1)(c1ccccc1)C1CCN(CCCOc2ccc(OC(F)(F)F)cc2)CC1,-2
COC[C@H]1CCCN1c1ccc2c(c1)OCCCN(C1CC1)S2(=O)=O,-1
CC(c1ccc(NC(=O)OC(C)(C)C)cc1)c1cn(C)c2ccccc12 (stereo not drawn),-1
Cc1ccc(N2CCN(C(C(=O)Nc3c(C)cccc3C)c3ccccc3OC(F)(F)F)CC2)cc1 (stereo not drawn),-1
CCN(CC)C(=O)CC[C@H]1CC[C@]2(CCCN(Cc3ccncc3)C2)O1,2
COc1ccccc1N1CCN(S(=O)(=O)c2ccc3c(c2)CCC(=O)N3)CC1,0
COC(=O)C[C@@H]1CC[C@H](NC(=O)Nc2cccc(F)c2)[C@@H](CO)O1,4

# Ordered by molar mass (ascending): some entries from above.
SMILES,PI4K2A block
CCC(=O)c1c(CC)c2n3c1=CC[C@H]3CC(Br)C=2 (stereo partly drawn),5
CC(c1ccc(NC(=O)OC(C)(C)C)cc1)c1cn(C)c2ccccc12 (stereo not drawn),-1
COC[C@H]1CCCN1c1ccc2c(c1)OCCCN(C1CC1)S2(=O)=O,-1
O[C@H](COc1ccccc1)CN1CCC(C(O)(c2ccccc2)c2ccccc2)CC1,-2
COC(=O)[C@]12C[C@H](CC(=O)NCC3CCCCC3)C(=O)N(CCc3ccc(OC)c(OC)c3)C1=C[C@H](C1CCCC1)O[C@@H]2C,4

# Additional records
SMILES,PI4K2A block
C=CCN1C(=O)[C@@H](CC(=O)NCc2cccc(C(F)(F)F)c2)[C@]2(C(=O)OC)CCCCC=C12,-3
O=C(OCc1ccccc1)[C@H](Cc1ccccc1)NC(=O)[C@@H]1CC=C[C@@H]2CCN(CCc3ccccc3)C(=O)[C@@H]21,1
COc1ccc(NC(=O)C(c2cccc3ccccc23)n2c(=O)c(-c3ccco3)nc3ccccc32)cc1 (stereo not drawn),-1
CC[C@@]1(c2cccc(Cl)c2)C(=O)N(C(=O)OC(C)C)N1C(=O)OC(C)C,-3
COc1ccc(-c2cc(C(=O)NN=Cc3cccn3C)[nH]n2)cc1,-1
CCn1c(COc2ccc(Cl)cc2)nnc1SCC(=O)Nc1ccc(Oc2ccccc2)cc1,4
O=C(NC1CCCCN(Cc2cccc(C(F)(F)F)c2)C1=O)C1C2CC3CC(C2)CC1C3 (stereo not drawn),-2
CCCC[C@H]1C2CC(OC(=O)Nc3ccc(C#N)cc3)C(C2)[C@H]2CCCCN21 (stereo partly drawn),-2
Cc1cccc(-c2nnc(SCc3cccc4ccccc34)n2-c2ccc(Cl)cc2)c1,0
C=CC[C@H]1c2ccccc2[C@H]2N3N=Cc4ccccc4[C@H]3[C@H](CCCC)C(=O)N2N1C(=O)NCc1ccccc1,-1
CCCCNC(=O)C(NC(=O)c1ccccc1)C(=O)c1ccccc1 (stereo not drawn),4
Cc1cccc(C)c1-n1nnnc1C1(C)CN(S(C)(=O)=O)CC(=O)N1Cc1ccc(F)cc1 (stereo not drawn),3
COC(=O)[C@]12C[C@H](CC(=O)NCCC(C)C)C(=O)N(Cc3ccc(Cl)cc3Cl)C1=C[C@H](C1CCCC1)O[C@@H]2C,-3
O=C(CSc1nnc(-c2cccnc2)n1-c1ccc(Cl)cc1)c1ccc2ccccc2c1,4
COC(=O)C[C@@H]1CC[C@H](NC(=O)CC2CC2)[C@@H](CO)O1,-1
Cc1ccc2c(c1)C1CS(=O)(=O)N(CCc3ccccc3)C(=O)N1C2 (stereo not drawn),-3
C=CCn1c(COc2ccc(C)cc2)nnc1SCC(=O)c1ccc(-c2ccccc2)cc1,0
O=C(Nc1cccc([N+](=O)[O-])c1)NC1CCCCN(Cc2ccc(Cl)cc2)C1=O (stereo not drawn),1
Cc1ccccc1NC(=O)[C@@H]1CC(=O)O[C@@H]1c1ccccc1,-5
CCCCCNC(=O)C(c1cc2ccccc2o1)n1c(=O)c(-c2ccccc2)nc2ccccc21 (stereo not drawn),-6
CC(C)c1cn(CC[C@@H]2CC[C@@H](NC(=O)C3CCCCC3)[C@@H](CO)O2)nn1,-3
O=S1(=O)C=CCN1Cc1cn(Cc2ccccc2)nn1,2
S=C(Nc1ccc(I)cc1)OC1CCC12CCC(c1ccccc1)CC2 (stereo not drawn),-1
COc1ccc(CCNC(=O)Nc2ccc3c(c2)[C@]2(CC(=O)N(CC(C)C)C2c2ccccc2)C(=O)N3C)cc1OC (stereo partly drawn),-10
C[C@@H]1COc2cc(Br)ccc2S(=O)(=O)N1Cc1cn(Cc2ccc(C(F)(F)F)cc2)nn1,-3

# Arranged by the number under PI4K2A block (high to low): some entries from above
smiles | PI4K2A block
C=CCn1c(COc2ccc(C)cc2)nnc1SCC(=O)c1ccc(-c2ccccc2)cc1 | 0
S=C(Nc1ccc(I)cc1)OC1CCC12CCC(c1ccccc1)CC2 (stereo not drawn) | -1
CC[C@@]1(c2cccc(Cl)c2)C(=O)N(C(=O)OC(C)C)N1C(=O)OC(C)C | -3

# Reformatted with values ahead of the structure: part of the list above
PI4K2A block	Compound
0	Cc1cccc(-c2nnc(SCc3cccc4ccccc34)n2-c2ccc(Cl)cc2)c1
0	C=CCn1c(COc2ccc(C)cc2)nnc1SCC(=O)c1ccc(-c2ccccc2)cc1
-1	C=CCNCc1ccc(OC)cc1OC
1	O=C(CCc1ccccc1-c1ccccc1CCNC(=O)c1c(F)cccc1F)NCc1ccccc1
-3	COC(=O)[C@]12C[C@H](CC(=O)NCCC(C)C)C(=O)N(Cc3ccc(Cl)cc3Cl)C1=C[C@H](C1CCCC1)O[C@@H]2C
-2	OC(c1ccccc1)(c1ccccc1)C1CCN(CCCOc2ccc(OC(F)(F)F)cc2)CC1

# Remaining list, next part:
SMILES,PI4K2A block
COC(=O)C12C=C3CC(c4ccccc4)=C3C(=O)N1Cc1[nH]c3ccccc3c1C2 (stereo not drawn),2
FC(F)(F)Oc1cccc(Cn2ccc3ccc(-c4ccc5ccn(Cc6cccc(OC(F)(F)F)c6)c5c4)cc32)c1,7
CCOC1=C2[C@@H](CN(S(=O)(=O)c3ccccc3C)[C@H]2c2ccc(Cl)cc2)[C@H]2C(=O)N(C3CCCCC3)C(=O)[C@H]2C1,1
COC(=O)C1CN(Cc2ccccc2)CCS(=O)(=O)N1Cc1ccccc1F (stereo not drawn),-1
Cc1ccc(S(=O)(=O)N2C(c3ccccc3)CC(=O)C3CN(S(=O)(=O)c4ccc(Cl)cc4)C(c4ccccc4)CC32)cc1 (stereo not drawn),2
O=C(CSc1nnc(-c2cccs2)o1)Nc1cccc2ccccc12,-2
COc1ccc(N=C(N)NC(=O)OCc2ccccc2)cc1,-1
O=C(CSc1nc2sc3c(c2c(=O)n1-c1ccc(Cl)cc1)CCCC3)c1ccccc1Cl,-8
COC(=O)[C@]12C[C@H](CC(=O)N3CCN(C(=O)c4ccco4)CC3)C(=O)N(Cc3ccc(Cl)cc3Cl)C1=C[C@H](COCc1ccccc1)O[C@@H]2C,-3
Cc1ccccc1CN1CCCCC(NC(=O)c2ccccc2F)C1=O (stereo not drawn),0
COc1ccc(S[C@]2(C(=O)N3CCN(c4ncccn4)CC3)CC(=O)N(P(=O)(OC)OC)[C@@H]2c2ccc(OC)cc2)cc1,-2
FC(F)(F)Oc1cccc(Cn2ccc3ccc(-c4ccc5ccn(Cc6ccccc6)c5c4)cc32)c1,-2
Cn1cnc(S(=O)(=O)N2C[C@@H](O)COC[C@@H]3O[C@H](CC(=O)NC4CCC4)CC[C@H]32)c1,0
Cc1ccccc1NC(=O)C1C(=O)Nc2ccccc2C(=O)N1Cc1ccccc1 (stereo not drawn),0
O=C(NCCCc1ccccc1)OC1CC2CC1[C@H]1CCCCN1C2 (stereo partly drawn),-1
COc1cc(/C=C/C(=O)n2cnc3ccccc32)cc(OC)c1OC,7
O=C(CSc1nnc(-c2ccco2)n1-c1ccc(Cl)cc1)Nc1ccc(S(=O)(=O)Nc2nccs2)cc1,-6
CN1C(=O)C[C@@](C#N)(C(=O)N2CCCC2)[C@H]1c1ccccc1,-3
CCC(=O)Nc1ccc2c(c1)OC[C@@H](C)N(Cc1cccc(F)c1)C[C@@H](C)[C@@H](OC)CN(C)C2=O,-1
CC(NCc1ccco1)C(=O)N1CCN(c2cccc(C(F)(F)F)c2)CC1 (stereo not drawn),9
C#CCNC(=O)C[C@H]1C[C@@]2(C(=O)OC)C(=C[C@H](C3CCCC3)O[C@@H]2C)N(Cc2ccco2)C1=O,-4
O=C(NCCc1nc2ccccc2n1C/C=C/c1ccccc1)C1CCCCC1,-4
CCOC(=O)[C@]12CCCCC/C=C\1N(Cc1ccc(OC)cc1)C(=O)[C@H]2CC(=O)N1CCSCC1,1
C#CCNC(=O)C[C@H]1C[C@@]2(C(=O)OCC)CCCC3=C2N(CCC3)C1=O,0
COc1ccc(-c2noc(C3CCCN(C(=O)Nc4cc(C)cc(C)c4)C3)n2)cc1 (stereo not drawn),3
Cc1ccc(Cn2cc(CN3[C@@H](CC(C)C)COc4cc(Br)ccc4S3(=O)=O)nn2)cc1,-4
O=C(CN1CCN(Cc2ccccc2)CC1)N/N=C\c1c2ccccc2cc2ccccc12,2
O=C1CCC[C@H]2C[C@H](NCc3ccc(F)cc3)CC[C@]23CCCN13,1
COc1cccc(CNC(=O)C2CCCN(c3nc4ccccc4o3)C2)c1OC (stereo not drawn),-4

# Screening data from PubChem.

# An excerpt; the hit share may differ from the screen's.
